Source: PubChem BioAssay
TbPYK inhibitor: qHTS of Trypanosoma Brucei Inhibitors; pyruvate kinase (Trypanosoma brucei), Q57TT1; 410,000 compounds, 0.12% hits; TbPYK enzyme, Kinase-Glo Plus ATP luminescence, 45 min; Potency, µM (doses to about 76.8 µM), for inactives: at the top dose activity, negative = inhibition, actives largely listed as inhibitors; active = well fitted inhibition curve with a large enough effect; note: nearly all actives have a fitted effect of over 50% in size
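Activity of T. brucei pyruvate kinase was followed by Kinase-Glo Plus luminescence after the enzyme reacted 45 min at room temperature with 130 uM ADP (final) and substrate. Test compounds were added before ADP at multiple concentrations.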
* marks the source's active call; other numbers are inactive results; [ ] = dose if it differs, or a comment. % is set by controls: 0 for no effect and ±100 for the full control effect; potency is the fitted concentration of half-maximal effect.

Results for COC(=O)C1=C(C)NC(=O)C1(NC(=O)c1ccc(Cl)cc1)C(F)(F)F (stereo not drawn) ?
TbPYK inhibitor: -8.6%

Results for COc1ccc(N2CC(c3nc(-c4ccccc4C)no3)CC2=O)cc1Cl (stereo not drawn) ?
TbPYK inhibitor: 0.1%

How did COC(=O)c1c2[n+](cc3cc(OC)c(OC)cc13)CCc1cc(OC)c(OC)cc1-2 do in these assays?
TbPYK inhibitor: -8.1%

How did COc1ccc(NC(=O)Nc2cc(-c3cn4cccnc4n3)ccc2OC)cc1 do in these assays?
TbPYK inhibitor: 4.2%

Results for COc1ccc(OC)c(-c2noc(N3CCN(c4ccc(C(C)=O)cc4)CC3)n2)c1 ?
TbPYK inhibitor: 8.8%

Results for Cc1cc(-c2ccc(C)c(S(=O)(=O)NCCc3ccccc3)c2)on1 ?
TbPYK inhibitor: 2.5%[15.4 µM]

How did CCOC(=O)[C@H]1Nc2ccc(Cl)cc2[C@@H]2[C@H]1C1CC(c3ccccc31)N2C(=O)OCc1ccccc1 (stereo partly drawn) do in these assays?
TbPYK inhibitor: 2.7%

What do the screens show for `Cc1cccc(C)c1NC(=O)Cn1c(=O)n(CC2CCC(C(=O)NCCc3ccccc3)CC2)c(=O)c2ccccc21` (stereo not drawn)?
TbPYK inhibitor: -5.8%

How did COC(=O)CCCn1c(-c2ccc(C)cc2)c(C)n2c3c(=O)n(C)c(=O)n(C)c3nc12 do in these assays?
TbPYK inhibitor: 4.8%

What do the screens show for `CCc1nc2c(OCC(=O)C(C)(C)C)cccn2c1N(C)C(=O)c1ccc(C)cc1`?
TbPYK inhibitor: -0.1%

What do the screens show for `COCCn1c(=O)c(-c2ccc(OC)cc2)nc2cnc(Oc3ccc(OC)cc3)nc21`?
TbPYK inhibitor: 0.3%

What do the screens show for `COc1cc(OC)c(OC)cc1/C=N/NC(=O)c1ccc(CSc2nc(C)cc(C)n2)cc1`?
TbPYK inhibitor: 4.7%

How did C[C@@H]1CN([C@@H](C)CO)C(=O)CCCn2cc(nn2)CO[C@H]1CN(C)C(=O)c1ccc2ccn(C)c2c1 do in these assays?
TbPYK inhibitor: 6.9%

What do the screens show for `Nc1ncnc2c1ncn2[C@@H]1O[C@H](C(=O)N2CCSC2)[C@@H](O)[C@H]1O`?
TbPYK inhibitor: -7.3%

Results for COc1ccc(C2CCc3cc4c(cc3C2=NOC(C)=O)OCO4)cc1OC (stereo not drawn) ?
TbPYK inhibitor: -5.9%

What do the screens show for `CCCCC12CN3CC(C)(CN(C1)C3c1c[nH]c3ccccc13)C2=O` (stereo not drawn)?
TbPYK inhibitor: -0.6%

Results for CCn1cc(C(=O)NCCc2ccc(OC)c(OC)c2)c(=O)c2cc(S(=O)(=O)N3CCc4ccccc4C3)ccc21 ?
TbPYK inhibitor: 6.5%

How did Cc1cc(C)cc(NC(=O)C2CCCN2S(=O)(=O)c2cccc3nsnc23)c1 (stereo not drawn) do in these assays?
TbPYK inhibitor: 1.5%

How did C[C@H]1CN([C@@H](C)CO)C(=O)c2cc(C#Cc3cccnc3)cnc2O[C@H]1CN(C)Cc1ccc(F)cc1 do in these assays?
TbPYK inhibitor: -11.6%

How did CCN(C(=O)C1CCN(S(=O)(=O)c2ccc3c(c2)CCCN3C(=O)C2CCC2)CC1)c1cccc(C)c1 do in these assays?
TbPYK inhibitor: -2.4%

4 entries out of the list, ordered by formula weight, rising.
Results for Cc1cc(-c2ccc(C)c(S(=O)(=O)NCCc3ccccc3)c2)on1 ?
TbPYK inhibitor: 2.5%[15.4 µM]

Results for COc1ccc(OC)c(-c2noc(N3CCN(c4ccc(C(C)=O)cc4)CC3)n2)c1 ?
TbPYK inhibitor: 8.8%

What do the screens show for `COCCn1c(=O)c(-c2ccc(OC)cc2)nc2cnc(Oc3ccc(OC)cc3)nc21`?
TbPYK inhibitor: 0.3%

How did C[C@H]1CN([C@@H](C)CO)C(=O)c2cc(C#Cc3cccnc3)cnc2O[C@H]1CN(C)Cc1ccc(F)cc1 do in these assays?
TbPYK inhibitor: -11.6%

Additional structures follow.
What do the screens show for `O=C(Nc1ccn(CCCNCC(c2ccccc2)c2ccccc2)c(=O)n1)OCc1ccccc1`?
TbPYK inhibitor: 1.4%

How did Cc1cccc(C)c1OCc1nc2c3cnn(-c4ccccc4F)c3ncn2n1 do in these assays?
TbPYK inhibitor: 10.4%

Results for COc1cc(OC)c(C2Nc3ccccc3-c3nnc(SCc4ccccc4)nc3O2)cc1OC (stereo not drawn) ?
TbPYK inhibitor: 1.7%

How did CCO[C@@H]1OC(C(=O)O)=C[C@H](c2ccccc2)[C@H]1CCCO do in these assays?
TbPYK inhibitor: -3.1%

Results for Cc1ccc(C(=O)N(CC(=O)NC2CCCC2)c2ccccc2F)s1 ?
TbPYK inhibitor: -5.0%

How did CCSc1c([N+](=O)[O-])c(=O)n(-c2ccccc2)c2ccccc12 do in these assays?
TbPYK inhibitor: -1.1%

How did CC(=O)Nc1ccc(CN2CCC(N3CCC(C(=O)NC4CC4)CC3)CC2)cc1 do in these assays?
TbPYK inhibitor: 8.9%

Results for CN1CCN(C(=O)C2=C[C@H](c3ccc4c(c3)OCO4)C[C@H](OCCCCO)O2)CC1 ?
TbPYK inhibitor: 0.0%

How did CCOc1ccc(NC(=O)CSc2ncc3c(n2)-c2ccccc2N(C)S3(=O)=O)cc1 do in these assays?
TbPYK inhibitor: 1.6%

How did CCc1c(C)sc(NC(=O)c2cc(-c3cccc(Cl)c3)on2)c1C#N do in these assays?
TbPYK inhibitor: -5.9%

What do the screens show for `CCc1cccc(C)c1NC(=O)c1cccc(C(=O)Nc2c(C)cccc2CC)c1`?
TbPYK inhibitor: -3.7%

How did COc1cccc(N2CCN(c3c4c(nc5nncn35)CCC4)CC2)c1 do in these assays?
TbPYK inhibitor: -5.4%

How did Cc1cc2c(cc1C)N(C(=O)CCl)CC(=O)N2 do in these assays?
TbPYK inhibitor: -14.0%

How did COc1ccc(OC)c(CCNC(=O)c2ccc3[nH]c(C)c(C)c3c2)c1 do in these assays?
TbPYK inhibitor: 5.8%[15.4 µM]

Results for O=C(Cn1c(=O)n(Cc2ccc(F)cc2)c(=O)c2sc3ccccc3c21)NCc1ccccc1 ?
TbPYK inhibitor: 2.0%

Results for Cc1ccc(C(=O)Nc2onc3c2CCCC3)cc1 ?
TbPYK inhibitor: -5.9%

What do the screens show for `Cc1ccc(N2CC(NC(=O)C3CCCCC3)CC2=O)cc1` (stereo not drawn)?
TbPYK inhibitor: -1.6%

How did CC1=C(C(=O)Nc2ccc(C)c(C)c2)C2(CCCCCC2)OC1=O do in these assays?
TbPYK inhibitor: -16.7%[15.4 µM]

How did Cc1ccc(CCN2CC(C(=O)NC3CCC(C)CC3)CC2=O)cc1 (stereo not drawn) do in these assays?
TbPYK inhibitor: -3.3%

What do the screens show for `COc1ccc(OC(F)(F)F)cc1CC1(C)C(=O)Nc2ccc(S(=O)(=O)NC3CCCCC3)cc21` (stereo not drawn)?
TbPYK inhibitor: 3.0%

Pulled by compound from the entries so far, two records:
Results for COc1ccc(N2CC(c3nc(-c4ccccc4C)no3)CC2=O)cc1Cl (stereo not drawn) ?
TbPYK inhibitor: 0.1%

How did COC(=O)c1c2[n+](cc3cc(OC)c(OC)cc13)CCc1cc(OC)c(OC)cc1-2 do in these assays?
TbPYK inhibitor: -8.1%

Additional structures
What do the screens show for `CCN(CC)S(=O)(=O)c1ccc2c(c1)nc(CN(C)C(=O)c1cccc(Cl)c1)n2C`?
TbPYK inhibitor: -12.0%

Results for C[C@@]12C(C[C@H](O)[C@@]34C[C@@H](CCC13)[C@@H](CO)C4=O)[C@](C)(C(=O)O)CC[C@@H]2O (stereo partly drawn) ?
TbPYK inhibitor: 7.3%

Results for O=C(COCc1cc(-c2cccs2)on1)NCc1ccccc1Cl ?
TbPYK inhibitor: -2.3%

What do the screens show for `COc1cc(CNC(=O)OC2CC3CC2[C@H]2CCCCN2C3=O)cc(OC)c1` (stereo partly drawn)?
TbPYK inhibitor: -0.3%

How did Nc1ncnc2c1ncn2[C@@H]1O[C@H](C(=O)Nc2ccc(Oc3ccccc3)nc2)[C@@H](O)[C@H]1O do in these assays?
TbPYK inhibitor: 5.9%

What do the screens show for `O=C(COC(=O)CN1C(=O)c2ccccc2C1=O)Nc1ccccc1C(F)(F)F`?
TbPYK inhibitor: -5.7%

How did CCOC(=O)c1scc(-c2ccccc2)c1S(=O)(=O)Nc1ccccc1OC do in these assays?
TbPYK inhibitor: -7.2%

Results for CC(=O)c1ccc(NC(=O)Cn2c(=O)nc(-c3ccccc3)c3cc(Cl)ccc32)cc1 ?
TbPYK inhibitor: 6.4%

How did COc1ccc(NC(=O)C2CCN(C(=O)c3sc4nc[nH]c(=O)c4c3C)CC2)c(OC)c1 do in these assays?
TbPYK inhibitor: -3.0%

What do the screens show for `O=C(NC1CCCCC1)c1ccc(Cn2c(SCc3cccc(F)c3)nc3cccnc32)cc1`?
TbPYK inhibitor: -1.0%

What do the screens show for `C#CCN(C[C@H]1[C@H](OC(=O)NCc2ccc(OC)c(OC)c2)[C@H](OC(=O)NCc2ccc(OC)c(OC)c2)C[C@H]2C(=O)N(c3ccccc3)C(=O)[C@@H]12)S(=O)(=O)c1ccc(C)cc1`?
TbPYK inhibitor: 3.2%

Results for CCOc1ccc(CNC(=O)Cn2nc(C)c3sc4ccccc4c3c2=O)cc1 ?
TbPYK inhibitor: -0.6%

How did C[C@H]1CN([C@@H](C)CO)C(=O)c2cc(Br)cnc2O[C@@H]1CN(C)C(=O)Nc1ccc(C(F)(F)F)cc1 do in these assays?
TbPYK inhibitor: 10.4%

Results for COc1ccccc1C(=O)Nc1ccc(OCc2cc(=O)n3ccc(C)cc3n2)cc1 ?
TbPYK inhibitor: -0.5%

Results for Cc1ccc(C)n1-c1c(C(=O)NCC(C)c2ccccc2)sc2ncccc12 (stereo not drawn) ?
TbPYK inhibitor: 0.0%

What do the screens show for `Cc1nc2ccc(C(=O)Nc3cccc(NS(C)(=O)=O)c3)cn2c1N(C)C(=O)CCc1ccccc1`?
TbPYK inhibitor: -9.1%

Results for O=S1(=O)N[C@@H](Cc2ccccc2)COc2ccc(Cl)cc21 ?
TbPYK inhibitor: 0.6%

How did Cc1ccccc1OCCCCn1c(CCNC(=O)C(C)(C)C)nc2ccccc21 do in these assays?
TbPYK inhibitor: -5.2%

What do the screens show for `COc1cc(C2C3=C(COC3=O)Oc3cc4c(cc32)OCO4)cc(OC)c1OC` (stereo not drawn)?
TbPYK inhibitor: -4.8%

Results for CC(C)C[C@@H](CNCC(=O)[C@H](CC(=O)O)NC(=O)c1[nH]cnc1C(=O)N[C@H](CN)CC(C)C)NC(=O)c1nc[nH]c1C(=O)N[C@@H](C)C(=O)O ?
TbPYK inhibitor: 0.6%

How did O=C(C[C@@H]1C[C@@H]2c3cc(NS(=O)(=O)c4ccc(F)cc4)ccc3O[C@@H]2[C@@H](CO)O1)NC1CCCCC1 do in these assays?
TbPYK inhibitor: 8.2%

Results for O=C(COc1ccc(Cl)cc1)N1CCN(S(=O)(=O)c2cc(F)ccc2F)CC1 ?
TbPYK inhibitor: -4.3%

What do the screens show for `CC1COCC(C)N1C1=C(Cl)C(=O)c2ccccc2C1=O` (stereo not drawn)?
TbPYK inhibitor: 22.4µM*

How did COc1cccc(C2CC(=O)Nc3cc4c(cc32)OCCO4)c1OC (stereo not drawn) do in these assays?
TbPYK inhibitor: -2.1%

Results for CC1CC(C)CN(S(=O)(=O)c2ccc(C(=O)OCC(=O)Nc3ccccc3)cc2)C1 (stereo not drawn) ?
TbPYK inhibitor: 6.1%

How did COc1ccc(-c2nc3ccccc3o2)cc1NC(=O)c1ccc(-c2ccc(Br)cc2)o1 do in these assays?
TbPYK inhibitor: -8.9%

Results for CCOc1ccc(Cl)cc1-c1cc(C(=O)NC2CCCCC2)[nH]n1 ?
TbPYK inhibitor: 3.2%

What do the screens show for `Cc1cc(O)c(N=Cc2cc3c(cc2[N+](=O)[O-])OCO3)cc1C`?
TbPYK inhibitor: -9.0%

Results for CCNC(=O)C1(C)CCCN(Cc2ccccc2-c2ccccc2)C1 (stereo not drawn) ?
TbPYK inhibitor: -1.0%

How did COC(=O)c1c(Oc2ccc(OC)cc2)nnc(-c2ccccc2)c1-c1ccccc1 do in these assays?
TbPYK inhibitor: 0.3%

What do the screens show for `COc1ccccc1N(CC(=O)NCc1ccccc1)S(=O)(=O)c1cccs1`?
TbPYK inhibitor: -3.5%

How did CC1(C(=O)NCc2ccc(Cl)cc2)CCN1C(=O)c1cccc(F)c1 (stereo not drawn) do in these assays?
TbPYK inhibitor: -8.1%

How did COc1ccc(-c2ccc(CN3C(CC(C)C)C(=O)N(Cc4cn(CC5CCCCC5)nn4)CCS3(=O)=O)cc2)cc1 (stereo not drawn) do in these assays?
TbPYK inhibitor: -5.8%

Results for CC(C)(C)C(=O)Nc1cccc(C(=O)OCc2cc(=O)n3nc(C4CC4)sc3n2)c1 ?
TbPYK inhibitor: -3.3%

What do the screens show for `O=C(O)C[C@H]1c2cc(C(F)(F)F)ccc2S(=O)(=O)N1C1CCCC1`?
TbPYK inhibitor: -2.7%

What do the screens show for `CCCCOc1ccc(CNC(=O)CN2CCSc3ccccc32)cc1`?
TbPYK inhibitor: 3.4%

What do the screens show for `Cc1ccc2nc(-c3ccc(NC(=O)COc4ccc(Br)cc4Br)cc3)sc2c1`?
TbPYK inhibitor: 2.6%

How did c1ccc(CN2CCc3[nH]c4ccccc4c3C2)cc1 do in these assays?
TbPYK inhibitor: -0.8%

What do the screens show for `CCCCN1C(=O)CN(C2CCCCC2)C(=O)C1c1ccc(OC(C)C)c(OC)c1` (stereo not drawn)?
TbPYK inhibitor: 3.3%

How did Nc1c(Cl)ncnc1Nc1ccc(C(=O)O)cc1 do in these assays?
TbPYK inhibitor: -0.9%

What do the screens show for `C=C1[C@H](C)CN[C@H]1CCO`?
TbPYK inhibitor: -3.8%

How did O=C(/C=C/c1cccs1)NCc1cccs1 do in these assays?
TbPYK inhibitor: 4.4%

A portion of the library; rates above refer to the full screens.
